# Screens deposited in PubChem by National Center for Advancing Translational Sciences (NCATS).
# Rhodamine autofl – compound autofluorescence in rhodamine spectral region | Rhodamine-region fluorescence, 547/598 nm, Tris buffer; stronger effect = higher value | max dye-equivalent concentration, M | hit rate 0.05% among 59,000; in the data active = max dye-equivalent concentration above about 11 nM; inconclusive = between about 1.1 nM and that limit
#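 Compounds in 100 mM Tris buffer, pH 8.0, were incubated 15 min at room temperature, then read at 547 nm excitation and 598 nm emission. Fluorescence was normalized against a per-plate six-point rhodamine standard curve as dye-equivalent concentration.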
# Caspase-7 inhib – allosteric or competitive inhibitors of human caspase-7; AID 889; recombinant caspase-7, Ac-DEVD-AFC fluorescence rate; hit rate 0.02% among 75,000; Potency, µM (top dose mostly 57.5 µM), without a hit: top-dose activity change, negative = inhibition, hits mostly inhibitors; active = well fitted inhibition curve with a large enough effect in the main read-out, with a control signal flat, not every such curve was filed as active; inconclusive = small, poorly fitted or top-dose-only effect, or a change in a side signal; note: potency is the fitted concentration of half-maximal effect; % of control where 0% means no effect
# Target sequence (P55210 24-198 limits assumed): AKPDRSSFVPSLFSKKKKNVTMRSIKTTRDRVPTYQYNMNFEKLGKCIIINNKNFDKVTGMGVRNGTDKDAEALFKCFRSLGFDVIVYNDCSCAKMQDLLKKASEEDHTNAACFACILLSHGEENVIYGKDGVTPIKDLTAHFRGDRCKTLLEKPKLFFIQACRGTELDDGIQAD
# Target sequence (P55210 207-303 limits assumed): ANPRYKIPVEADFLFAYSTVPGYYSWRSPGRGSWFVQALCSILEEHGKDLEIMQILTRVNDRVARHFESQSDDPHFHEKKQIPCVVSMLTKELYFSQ
# BRCT PPI red – BRCT-phosphoprotein interaction inhibition (red fluorophore); P38398; BRCT-phosphopeptide binding, red fluorescence polarization; Potency, µM (highest dose often 76.9 µM), without a hit: at the top dose activity change, negative = inhibition, actives largely listed as inhibitors; hit rate 0.03% among 75,000; note: % is set by controls: 0 for no effect and ±100 for the full control effect
#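 Fluorescence polarization: 100 nM His-tagged BRCA1 BRCT with 100 nM TAMRA-labelled phospho-BACH1 decapeptide, phosphate buffer pH 7.3 with 150 mM NaCl, DTT, 0.01% Tween 20; 12 min RT. Binding inhibition seen as FP decrease.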
# HADH2 inhib – inhibitors of human HADH2 dehydrogenase; Q99714; hit rate 3.4% among 73,000; AID 886; recombinant HADH2, NADH fluorescence, beta-hydroxybutyryl-CoA; Potency, µM (top dose mostly 57.1 µM), for the others: at the top dose activity change, negative = inhibition, hits mostly inhibitors; note: potency is the fitted concentration of half-maximal effect; % is set by controls: 0 for no effect and ±100 for the full control effect; nearly all actives have a fitted effect of over 60% in size; many of its hits are not listed in these tables
# Target sequence (Q99714 whole entry, looked up, one chain of several): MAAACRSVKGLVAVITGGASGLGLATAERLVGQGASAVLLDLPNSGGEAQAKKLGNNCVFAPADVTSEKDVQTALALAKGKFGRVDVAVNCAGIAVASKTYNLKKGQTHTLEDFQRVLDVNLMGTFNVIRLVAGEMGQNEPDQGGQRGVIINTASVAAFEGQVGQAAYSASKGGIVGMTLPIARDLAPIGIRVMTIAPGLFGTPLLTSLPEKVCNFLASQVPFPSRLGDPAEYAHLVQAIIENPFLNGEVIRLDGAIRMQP
#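 E. coli-expressed His-tagged HADH2 tested at 20 nM in alkaline Tris buffer (pH 9.0); oxidation of 90 uM beta-hydroxybutyryl-CoA with 1 mM NAD+ tracked fluorimetrically for 4 min.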
# BRCT PPI green – BRCA1 BRCT-phosphoprotein interaction inhibition; P38398; BRCA1 BRCT-phosphopeptide binding, green fluorescence polarization; Potency, µM (titrated, usually from 76.9 µM), without a hit: at the top dose activity change, negative = inhibition, usual class: inhibitors; hit rate 0.05% among 75,000;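 note: potency is the fitted concentration of half-maximal effect; plate controls were peptide without protein for full effect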
#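 Compounds were incubated for 12 min at room temperature with a complex of 100 nM fluorescein-tagged pBACH1 decapeptide and 250 nM His-tagged BRCT protein. Buffer was phosphate pH 7.3 with EDTA, DTT and Tween 20. Disruption of binding lowers the polarization signal.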
# 15-hLO inh – 15-hLO (ALOX15) enzyme inhibition; AID 887; P16050; Potency, µM (highest dose often 57.1 µM), for inactives: at the top dose activity change, negative = inhibition, usual class: inhibitors; hit rate 1.4% among 74,000; purified 15hLO-1, xylenol orange hydroperoxide absorbance; note: potency is the fitted concentration of half-maximal effect; % is set by controls: 0 for no effect and ±100 for the full control effect; nearly all actives have a fitted effect of over 55% in size
#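 Quantitative HTS in 25 mM Hepes pH 7.5 containing 0.01% Triton X-100: human 15hLO-1 at 40 nM, arachidonic acid at 50 uM, 6 min turnover. Product quantified via ferrous oxidation/xylenol orange, 573:405 nm absorbance ratio.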
# Casp1 inh – blocks human caspase-1 allosterically or competitively; Potency, µM (highest dose often 57.5 µM), for inactives: at the top dose activity change, negative = inhibition, most hits filed as inhibitors; hit rate 0.03% among 75,000; Caspase-1 enzyme, Ac-WEHD-AFC fluorogenic rate;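 note: potency is the fitted concentration of half-maximal effect; plate controls were vehicle for no effect and no substrate for full effect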
# Target sequence (P29466 120-297 limits assumed): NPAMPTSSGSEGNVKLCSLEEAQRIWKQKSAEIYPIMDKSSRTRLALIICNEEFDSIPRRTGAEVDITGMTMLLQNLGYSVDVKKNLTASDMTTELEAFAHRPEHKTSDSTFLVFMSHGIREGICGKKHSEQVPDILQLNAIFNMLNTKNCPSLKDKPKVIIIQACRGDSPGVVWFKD
# Target sequence (P29466 317-404 limits assumed): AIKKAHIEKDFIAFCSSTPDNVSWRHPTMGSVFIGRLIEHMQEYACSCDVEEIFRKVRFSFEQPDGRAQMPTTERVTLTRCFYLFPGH
# HEK293 cAMP cs – raises cAMP in parental HEK293 cells, TSHR agonist counter-screen | parental HEK293 CNG cAMP sensor, membrane potential fluorescence | Potency, µM (titrated, usually from 57.1 µM), without a hit: at the top dose activation, actives largely listed as activators | hit rate 2.5% among 73,000; note: potency is the fitted concentration of half-maximal effect; % of control where 0% means no effect; nearly all actives have a fitted effect of over 55% in size
#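 Parental HEK 293 cells stably expressing a cAMP-gated CNG channel were loaded with membrane potential dye containing 100 uM RO 20-1724 for 60 min. Compound added for 30 min; depolarization read as fluorescence intensity at 590 nm.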
# Pol III holo inh – inhibitors of bacterial DNA polymerase III holoenzyme | reconstituted DNA polymerase III holoenzyme replication, biochemical | Potency, µM (series often up to 57.1 µM), inactives show at the top dose activity change, negative = inhibition | hit rate 0.25% among 71,000 | AID 603; note: potency is the fitted concentration of half-maximal effect; % is set by controls: 0 for no effect and ±100 for the full control effect
#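 Reconstituted *E. coli* holoenzyme (0.35 nM Pol III, 1 nM beta, 154 nM SSB, 2 nM primase) was preincubated with compound for 15 min at RT. Synthesis on 1.4 nM ssM13Gori ran 35 min, then was stopped with PicoGreen/EDTA and read as dsDNA fluorescence.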
# USP2a inh – blocks human ubiquitin-specific protease USP2a. O75604. USP2a enzymatic assay, qHTS inhibition. Potency, µM (highest dose often 38.3 µM), inactives show at the highest dose activity change, negative = inhibition, usual class: inhibitors. hit rate 0.1% among 60,000. AID 927;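 note: potency is the fitted concentration of half-maximal effect; nearly all actives have a fitted effect of over 60% in size; plate controls were DMSO for no effect and NEM full inhibition control for full effect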
#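 Inhibition is measured in a cell-free coupled assay with 20 nM USP2 core, 20 nM Ub-PLA2 and 20 uM NBD C6-HPC, 2.5 h incubation. Activity normalized to NEM control.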
# Tau fil binding – tau filament binding | Potency, µM (series often up to 57.1 µM), for the others: top-dose activity change, negative = inhibition | hit rate 2% among 71,000 | AID 596 | recombinant tau filaments, thioflavin S fluorescence, 15 h; filaments grown with octadecylsulfate alongside compound | P10636;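 note: potency is the fitted concentration of half-maximal effect; % is set by controls: 0 for no effect and ±100 for the full control effect; actives lower thioflavin S fluorescence by blocking filaments or displacing dye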
#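 Quantitative HTS: thioflavine S signal from ODS-induced tau filaments, excited at 450 nm, emission 510 nm. Conditions: 1 uM tau, 30 uM ODS, 15 h at 37 C, pH 7.4.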
# * marks the source's active call; other numbers are inactive results; i = inactive; ? = inconclusive; nt = no result given; [ ] = another dose, or the depositor's remark. Unless noted, calls come from the whole dose curve; as a rule, active = well fitted curve in the direction sought with a large enough effect; inconclusive = small, poorly fitted or top-dose-only effect, or another doubt; inactive = no such curve, though single readings can be large; an effect the other way counts as inactive or inconclusive.
# Each structure is followed by: Rhodamine autofl, Caspase-7 inhib, BRCT PPI red, HADH2 inhib, BRCT PPI green, 15-hLO inh, Casp1 inh, HEK293 cAMP cs, Pol III holo inh, USP2a inh, Tau fil binding
1	CCN=C(N)CSS(=O)(=O)O
    i, 1.0%[11.5 µM], 1.1%[15.4 µM], ?, -2.0%[15.4 µM], -9.2%[11.4 µM], -1.5%[11.5 µM], 6.7%[11.4 µM], -4.3%[11.4 µM], nt, -9.0%[11.4 µM]
2	COCCNC(=O)[C@H]1C[C@@H]1[C@H](NP(=O)(c1ccccc1)c1ccccc1)c1ccccc1
    nt, -1.5%, -0.5%, 5.4%, -3.7%, nt, 0.1%, 13.8%, -4.6%, nt, -7.1%
3	CS(=O)(=O)N1CCCC(C(=O)NC2CCCCCCC2)C1 (stereo not drawn)
    i, -0.5%, 1.0%, -27.7%, -1.5%, -11.1%, -0.8%, 3.5%, -3.5%, -6.6%, 10.6%
4	CC1CN(c2nn3c(=O)c4ccccc4nc3c3ccccc23)CC(C)O1 (stereo not drawn)
    i, 1.3%, -3.8%, -0.9%, -0.1%, -22.2%, 0.4%, ?, ?, 12.4%, 21.5%
5	CC(C)Cc1cc(C(=O)NCCCN2CCOCC2)no1
    nt, -0.9%, 1.3%, 3.6%, -2.4%, 7.7%, -2.5%, -4.0%, -0.3%, nt, -1.2%
6	CC(=O)NCCNc1cc(-c2ccccc2C(F)(F)F)ncn1
    i, -2.2%, 0.0%, 7.0%, 0.8%, 2.5%, -0.1%, ?, -1.4%, 17.3%, -2.0%
7	Cc1c(C(C)NC(=O)Nc2ccc(F)cc2F)cnn1C (stereo not drawn)
    i, 0.0%, 0.0%, -18.3%, 0.0%, 2.8%, -1.8%, 3.5%, -10.6%, 4.0%, -2.1%
8	COc1cc(C(=O)O[C@@H]2CC(C)=CC[C@@]3(C)CC[C@](O)(C(C)C)[C@H]23)ccc1O
    i, nt, nt, ?, nt, nt, nt, 22.9%, -2.0%, nt, 39.8µM*
9	CCOC(=O)c1ccc2[nH]c(C)c(CCC(C)=O)c(=O)c2c1
    nt, -1.1%, -1.8%, 24.1%, 1.4%, 10.1%, -0.9%, 17.9%, 0.3%, -2.8%, -10.6%
10	COCCNS(=O)(=O)c1ccc2c(c1)C(=O)c1cc(S(=O)(=O)NCCOC)ccc1-2
    nt, -7.1%, 0.5%, 4.8%, -5.9%, -29.0%, -6.3%, ?, -4.2%, 5.4%, -24.3%
11	c1ccc(C2=NN[C@@H]3c4ccccc4-c4ccccc4N3C2)cc1
    i, 0.5%[11.5 µM], -1.1%[15.4 µM], -5.5%[11.4 µM], 3.4%[15.4 µM], ?, 2.3%[11.5 µM], 5.2%[11.4 µM], -15.4%[11.4 µM], nt, 3.98µM*
12	O=C(C1CCCN(S(=O)(=O)c2cccc3cccnc23)C1)N1CCN(c2ccc(F)cc2)CC1 (stereo not drawn)
    nt, -4.2%, 1.1%, -0.4%, -2.4%, -1.5%, -4.3%, 13.6%, 0.2%, nt, 7.8%
13	CC1(C)Oc2ccc3ccc(=O)oc3c2/C(=C/N)C1=O
    nt, -2.3%, 0.2%, -18.5%, -1.8%, -13.4%, -1.2%, ?, -5.8%, -3.8%, -11.4%
14	COc1cc2cc[n+]3cc4c(OC)c(OC)ccc4cc3c2cc1OC
    nt, -3.6%, 2.1%, nt, -2.1%[3.08 µM], 1.4%, 0.7%, nt, nt, -20.3%, nt
15	CN(C)C(CNC(=O)CN1C(=O)NC2(CCc3ccccc32)C1=O)c1ccco1 (stereo not drawn)
    i, -0.2%, -0.4%, ?, 1.7%, 0.7%, 0.6%, 11.4%, 3.8%, 1.6%, -13.5%
16	c1ccc2c(c1)OCC(c1csc3ncnc(N4CCOCC4)c13)O2 (stereo not drawn)
    nt, -1.0%, 0.8%, 8.2%[11.4 µM], 0.4%, 7.4%[11.4 µM], 1.3%, 11.4%[11.4 µM], 8.3%[11.4 µM], 1.8%[7.66 µM], 13.0%[11.4 µM]
17	Cn1nc(C(=O)Nc2ccc(S(=O)(=O)N3CCCC3)cc2)ccc1=O
    i, 0.5%, -2.3%, 13.7%, -1.7%, 14.5%, -0.6%, -3.8%, -5.5%, 2.0%, 3.4%
18	CCCNS(=O)(=O)c1ccc(CCC(=O)N2CCCCC2)cc1
    i, 0.8%, 0.2%, 4.7%, -1.1%, -12.5%, 1.5%, -3.5%, -2.7%, 2.4%, -3.5%
19	O=C(NCCNC(=O)C(c1ccccc1)c1ccccc1)c1ccco1
    i, -0.7%, -0.9%, -5.0%, 2.2%, 4.7%, -0.5%, ?, 0.1%, 3.6%, 13.2%
20	CCOC(=O)c1cc(C(C)(C)C)oc1CN
    i, -1.4%, 1.3%, 4.6%, -2.4%, 16.5%, -3.0%, 4.5%, -3.6%, -1.6%, ?
21	CCOC(=O)CN1C(=O)C(O)(c2c(C)[nH]c3ccccc23)c2ccccc21 (stereo not drawn)
    i, -2.8%, -1.5%, -3.0%, -2.2%, -7.5%, -7.8%, 11.6%, -5.5%, 5.5%, -0.2%
22	COc1ccc(C(=O)NC(C(=O)NCc2ccccn2)C(C)C)cc1 (stereo not drawn)
    i, -0.1%, 0.1%, 8.0%, -0.4%, -5.2%, 0.2%, -5.0%, 2.3%, 5.6%, 8.2%
23	O=C(Cc1ccc(S(=O)(=O)N2CCCC2)s1)Nc1nc2c(s1)CCCC2
    i, -20.0%, -0.4%, 15.8µM*, 2.7%, -20.5%, -7.9%, 17.8%, 8.4%, 22.1%, 137.5%
24	CC1CCCC(N2CCN(C(=O)c3ccc(F)cc3)CC2)C1 (stereo not drawn)
    nt, -0.6%, 1.2%, 9.8%, -1.3%, 1.6%, -0.4%, -1.0%, -2.6%, nt, -3.5%
25	CCOC(=O)c1ccc(N2C(=O)c3n[nH]c(C)c3C2c2cccnc2)cc1 (stereo not drawn)
    i, 1.2%, -1.8%, 16.3%, -0.1%, 7.0%, -1.3%, -0.5%, -1.6%, 10.2%, -11.0%
26	Cn1cnnc1SCCn1c(N2CCCCC2)nc2c1c(=O)[nH]c(=O)n2C
    i, -0.6%, -1.5%, 5.3%, -10.1%, 3.4%, 1.8%, -2.3%, 6.6%, -7.4%, 7.3%
27	Cc1ccc(-c2nnn(Cc3nc4ccccc4s3)n2)cc1
    i, -1.0%, -0.2%, -14.3%, -1.8%, -16.3%, -3.2%, ?, -3.9%, -16.9%, 6.1%
28	CCOc1ccc(NC(=O)c2ccc3c(c2)N(Cc2ccc(F)cc2)C(=O)CS3=O)cc1 (stereo not drawn)
    nt, -3.9%, 0.5%, -7.5%, -1.7%, -29.8%, -1.3%, -1.7%, 0.7%, nt, 4.1%
29	COCCNC(=O)c1ccccc1NC(=O)C1COc2ccccc2O1 (stereo not drawn)
    i, -0.3%, -1.8%, 13.8%, 0.6%, 1.6%, -3.3%, 1.4%, -3.4%, 2.0%, -0.9%
30	COc1cccc(OCC(=O)Nc2c(C(=O)Nc3ccc(OC)cc3OC)oc3ccccc23)c1
    i, -1.5%, -2.5%, -14.3%, -1.3%, 9.5%, 1.7%, 1.4%, -2.5%, 26.5%, -7.4%
31	CCOc1ccc(/C(O)=C2/C(=O)C(=O)N(Cc3cccnc3)C2c2ccc(N(C)C)cc2)c(C)c1 (stereo not drawn)
    i, -2.6%, -1.8%, -14.4%, 0.8%, 1.6%, 3.9%, -2.0%, -4.3%, 27.1%, -10.8%
32	CC(=O)NC(CCS(C)(=O)=O)C(=O)Nc1ccccc1Cl (stereo not drawn)
    i, 0.9%, -3.5%, -6.4%, -1.8%, 7.8%, 3.6%, 4.1%, -4.8%, 3.1%, 2.1%
33	COc1cc(O)c2c(=O)c(O)c(-c3ccc(O)c(O)c3)oc2c1
    nt, -4.2%, 1.6%, nt, 1.1%, -77.7%, -16.5%, nt, nt, 24.1%, nt
34	COc1ccc(-n2c(Cc3cccn3C)nnc2SCC(=O)Nc2ccccc2F)cc1
    nt, -5.0%, -0.2%, -7.9%, 0.0%, -14.8%, -3.8%, -3.0%, -4.6%, nt, 28.1%
35	O=C(CCN1CCN(C/C=C/c2ccccc2)CC1)Nc1ccccc1
    nt, -0.7%, 0.9%, 4.4%[11.4 µM], 0.7%, -5.0%[11.4 µM], -2.0%, 17.3%[11.4 µM], 3.8%[11.4 µM], 26.1%[7.66 µM], -16.1%[11.4 µM]
36	CN1CCCN(C(=O)c2cc(=O)[nH]c3ccccc23)c2nc3ccccc3nc21
    i, -1.6%, 0.2%, 12.2%, -1.3%, -3.1%, -13.3%, ?, -3.9%, -0.7%, 4.9%
37	O=C(CCS(=O)(=O)c1cccs1)N1CCCC1
    i, 2.5%, 1.5%, 0.3%, -2.2%, 6.7%, 1.9%, 3.9%, -3.9%, -2.0%, -1.6%

# An excerpt (hit frequency here may not be typical).
